Screening results (PubChem)
TIM10 inh: growth inhibitors of TIM10 yeast strain; inhibition, % at 10 µM; S. cerevisiae TIM10 strain growth, BacTiter-Glo luminescence, 24 h; 1.4% of 330,000 active;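 active = inhibition of 40% or more at the single tested concentration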;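 note: wild-type TIM10 isogenic control strain grown at permissive 25 °C; 0% = DMSO yeast wells and 100% = minimal medium wells without yeast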
UPR CHOP act: activators of apoptotic arm of unfolded protein response (CHOP) | CHO-CHOP luciferase reporter, UPR activation, luminescence; percent of tunicamycin response over DMSO baseline | activation, % at 10 µM | 0.34% of 330,000 active;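 active = at 10 µM dose, activation of 40% or more, normalized to positive control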;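 note: 100% = tunicamycin at 10 µg/mL and 0% = DMSO alone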
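System: CHO CHOP reporter cells. Amount: 500 cells per well. Buffer or medium: F12 medium, 10% FBS. Compound dosing: one dose, 10 µM in 0.5% DMSO. Incubation: 6 h compound exposure at 37 °C after overnight seeding. Technique: Steady-Glo luciferase luminescence. Benchmarks: tunicamycin and DMSO controls.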
APJ ag: activates the human apelin receptor APJ; CHO-K1 APJ PathHunter beta-arrestin, luminescence; 0% DMSO wells, 100% apelin; activation, % at 20 µM; 0.11% of 330,000 active; AID 2520;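 active = activation more than six SD over the plate average, tested at 20 µM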;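 note: 0% = DMSO alone and 100% = apelin-13 at 10 nM; some results filed as inactive read as strong as hits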
Target sequence (P35414 whole entry, looked up): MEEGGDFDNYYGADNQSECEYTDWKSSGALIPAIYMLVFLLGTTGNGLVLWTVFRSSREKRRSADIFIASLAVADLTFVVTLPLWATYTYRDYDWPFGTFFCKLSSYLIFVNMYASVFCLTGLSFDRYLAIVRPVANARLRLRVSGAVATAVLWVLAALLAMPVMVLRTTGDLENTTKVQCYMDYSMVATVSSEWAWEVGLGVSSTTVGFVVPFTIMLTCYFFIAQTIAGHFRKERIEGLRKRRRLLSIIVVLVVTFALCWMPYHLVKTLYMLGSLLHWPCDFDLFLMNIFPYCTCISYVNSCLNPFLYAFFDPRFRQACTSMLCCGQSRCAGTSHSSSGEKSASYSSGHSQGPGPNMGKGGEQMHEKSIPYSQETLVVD
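Test system: CHO-K1 APJ beta-arrestin complementation cell line. Amount: cell density 1000 per well. Controls: DMSO negative, 10 nM Apelin-13 positive. Signal: luminescent beta-gal fragment complementation, chemiluminescent substrate. Read-out basis: agonist-driven arrestin binding to APJ. Timing: compound stimulation 90 min at 25 °C, detection 60 min.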
tim23-1 inh: inhibits growth of tim23-1 mutant yeast; S. cerevisiae tim23-1 growth, BacTiter-Glo luminescence, 24 h; inhibition, % at 20 µM; 1.3% of 330,000 active; AID 463212;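 active = growth inhibition of the mutant yeast at or above 50%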;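 note: temperature-sensitive mutant grown at 25 °C; plate controls were DMSO-treated mutant yeast for no effect and medium wells lacking yeast for full effect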
CXCR6 block: CXCR6 (human) receptor inhibition; inhibition, % at 20 µM; 0.36% of 360,000 active; CHO-K1 PathHunter CXCR6 beta-arrestin, luminescence; AID 602244; O00574; in the data active = inhibition above about 34%, passing the limit was not always enough;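 note: antagonist mode with CXCL16 agonist at 10 nM final; 0% = 10 nM CXCL16 with DMSO and 100% = unstimulated wells without agonist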
Target sequence (O00574 whole entry, looked up): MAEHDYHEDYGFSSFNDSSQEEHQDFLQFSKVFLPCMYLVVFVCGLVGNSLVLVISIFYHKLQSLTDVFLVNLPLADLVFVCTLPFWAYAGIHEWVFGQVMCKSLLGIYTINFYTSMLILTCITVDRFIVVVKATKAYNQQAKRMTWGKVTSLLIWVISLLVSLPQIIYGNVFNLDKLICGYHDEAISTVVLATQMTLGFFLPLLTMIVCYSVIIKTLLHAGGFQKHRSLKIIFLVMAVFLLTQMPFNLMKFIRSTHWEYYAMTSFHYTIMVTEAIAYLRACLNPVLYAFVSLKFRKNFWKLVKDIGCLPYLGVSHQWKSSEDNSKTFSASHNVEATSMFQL
Mdm2-MdmX inh: disrupts the human Mdm2-MdmX interaction | AID 485346 | inhibition, % at 8 µM | O15151+Q00987 | SaOS-2 split-luciferase Mdm2/MdmX complementation, luminescence | 3% of 330,000 active;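 active = inhibition of at least 50% at 8 µM in the primary screen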
UPR XBP1 act: adaptive UPR (XBP1) activation; CHO-XBP1 luciferase reporter, IRE1-XBP1 UPR activation, luminescence; percent of tunicamycin response, DMSO as zero; activation, % at 20 µM; 0.33% of 330,000 active;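 active = versus positive control, 20 µM dose yields 30% or more activation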;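 note: 100% = tunicamycin at 10 µg/mL and 0% = DMSO only wells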
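Signal: luciferase luminescence; Assay system: CHO-XBP1 luciferase reporter cells; Amount: one thousand reporter cells per well; Dosing: 20 µM single concentration, DMSO 1%; Benchmarks: high control tunicamycin 10 µg/mL final, low control DMSO vehicle only; Schedule: 6 h compound exposure at 37 °C, 5% CO2; Evaluation: percent activation relative to tunicamycin reference.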
APJ antagonist: antagonists of human APJ apelin receptor. P35414. CHO-K1 APJ beta-arrestin complementation, luminescence. inhibition, % at 20 µM. 0.32% of 330,000 active. AID 2521;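 active = inhibition above about 40% at 20 µM, limit read from the data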;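 note: cells challenged with 10 nM apelin-13 agonist together with compound; plate controls were apelin-13 plus DMSO wells for no effect and DMSO wells lacking apelin-13 for full effect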
tim10-1 inh: inhibits growth of tim10-1 mutant yeast. S. cerevisiae tim10-1 ts strain growth, BacTiter-Glo, 24 h. inhibition, % at 20 µM. 2.2% of 330,000 active;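 active = inhibition of at least 40%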;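 note: mutant grown at 25 °C; 0% = DMSO wells with yeast and 100% = wells holding no yeast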
Numbers without * were called inactive.

nr	SMILES	TIM10 inh	UPR CHOP act	APJ ag	tim23-1 inh	CXCR6 block	Mdm2-MdmX inh	UPR XBP1 act	APJ antagonist	tim10-1 inh
1	COc1cc(C=C2C(=O)c3ccccc3C2=O)ccc1O	24	0.9	-8	40	17	16	-1	61*	18
2	Cc1c(O[C@@H]2O[C@H](CO)[C@@H](O)[C@H](O)[C@H]2O)c(CO)c(O[C@@H]2O[C@H](CO)[C@@H](O)[C@H](O)[C@H]2O)c2c1O[C@@H](c1ccccc1)C[C@@H]2O	-5	2.2	-5	-7	8	-2	0	5	-12
3	CC(C)(C)OC(=O)C[C@@H]1C/C=C\C[C@H](CC(=O)N(CCO)Cc2ccccc2)C(=O)N[C@H](C(C)(C)C)COC1=O	-1	3.2	-3	31	-6	5	-1	-2	20
4	CCCN(CCC)C(=O)CP(=O)(c1ccccc1)c1ccccc1	-2	-1.4	-4	14	6	14	-3	1	7
5	COc1cccc(COCC(O)CN2CCC(C(N)=O)CC2)c1 (stereo not given)	-9	-0.3	2	7	5	-5	-3	10	8
6	COc1ccccc1N1C(=O)CSC1=NC(=O)c1ccccc1	39	1.1	-2	38	5	-69	-2	9	23
7	CC(C)(C)OC(=O)N[C@@H](COCc1ccccc1)C(=O)N[C@@H](CO)[C@H](O)[C@@H]1C[C@@H]1C(=O)N1CCCC1	14	0.7	4	11	-7	-13	3	11	5
8	CCOC(=O)c1sc(NC(=O)c2sccc2C)cc1C	74*	3.5	-1	50*	0	-141	6	0	39
9	CO/N=C(\c1nonc1N)N1CCN(c2ccc([N+](=O)[O-])cc2Cl)CC1	8	-1.5	-2	16	0	-8	-1	-24	25
10	COCCSc1nnc(NC(=O)C2CC(=O)N(CCc3ccc(F)cc3)C2)s1 (stereo not given)	3	1.4	-1	3	-2	-12	-3	14	-5
11	CSc1ncccc1C(=O)OCC(=O)c1cc(C)n(CC2CCCO2)c1C (stereo not given)	11	-0.1	-6	28	-2	14	-2	-6	20
12	Cc1nc2cccc(C(=O)Oc3ccc([N+](=O)[O-])cc3)c2o1	5	1.3	-2	24	16	13	2	7	7
13	CCOC(=O)C1=C(C)NC(C)=C(C(=O)OCC)C1/C=C/c1ccccc1OC	24	5.9	2	23	9	48	0	7	11
14	Cc1ccc(N(C(=O)CNC(=O)c2cccs2)C(C(=O)NC2CCCC2)c2ccncc2)cc1 (stereo not given)	-5	-0.2	2	17	6	-17	0	-8	18
15	CCN1CCN(Cc2coc3ccc(C)cc3c2=O)CC1	4	0.4	-4	-15	4	-16	1	-11	10
16	CCOc1ccc(NC(=O)CN(C)C(=O)C2CCN(C(=O)c3ccc(Cl)cc3)CC2)cc1OCC	-4	2.0	-1	-1	3	22	-1	10	-3
17	CCc1nnc(NC(=O)Cc2ccc(OC)c(OC)c2)s1	-15	-0.5	1	1	6	3	-4	-5	-3
18	CCN(CC)c1ccc(N=Nc2ncn[nH]2)cc1	6	4.1	-4	19	8	-62	8	27	21
19	CC1(C)Oc2ccc3ccc(=O)oc3c2-c2cn[nH]c21	-4	-1.1	3	-2	-7	60*	15	12	12
20	O=c1nc(SCc2ccc(Cl)cc2)nc(-c2ccccc2)[nH]1	4	1.1	-1	30	-18	30	4	13	5
21	CC(C)(C)OC(=O)NCCOC(=O)c1[nH]cnc1C(=O)NCc1ccccc1	11	-0.9	-3	7	4	0	0	13	14
22	CCOC(=O)C1(Cc2cccc(Cl)c2)CCCN(C(=O)c2occc2C)C1 (stereo not given)	11	3.0	-6	31	8	-18	2	10	28
23	O=c1[nH]c2ccc(F)cc2[nH]c1=O	5	2.2	0	-1	-7	-30	-2	-10	9
24	CCOC(=O)c1c(C)oc2c1c(C=NCCC(=O)O)c(O)c1ccccc12	6	0.5	3	18	-17	-2	-3	-61	7
25	Cc1cc(/C=N/NC(=O)c2ccncc2)c(C)n1-c1cccc(C(F)(F)F)c1	-10	3.0	1	5	-2	2	-2	-16	-4
26	CCN(CC)C(=O)Oc1ccc(Br)c2ccccc12	22	0.2	0	27	-5	-22	1	2	22
27	COc1ccc(NC(=O)c2ccc3c(c2)NC(=O)CS3)cc1	0	1.9	-1	-3	-6	7	0	-4	-4
28	CCn1c(SCC(=O)Nc2ccccc2)nnc1-c1ccc(S(=O)(=O)N2CCOCC2)cc1	-7	-0.1	-1	5	-2	13	1	4	1
29	CC1CC(C)CN(c2ccc(C(=O)OCC(=O)NC3CCCc4ccccc43)cc2[N+](=O)[O-])C1 (stereo not given)	0	-0.8	-4	16	4	-20	-6	18	10
30	O=c1[nH]c(-c2ccccc2)c(-c2ccccc2)nc1[N+](=O)[O-]	5	0.4	-3	-1	9	-17	0	3	26
31	COc1ccc(C2C3=C(Nc4ncnn42)c2ccccc2CCC3)cc1 (stereo not given)	-10	-0.5	4	19	4	13	-1	-17	18
32	Cc1ccc(N(CC(=O)NCc2ccccc2Cl)S(=O)(=O)c2cccs2)cc1	34	-0.4	-3	30	10	-8	-5	35	16
33	N#CC1=C2SCC(O)(c3ccccc3)N2C(=O)CC1c1ccccc1 (stereo not given)	14	1.8	0	36	-1	76*	0	-12	28
34	Cn1c(=O)c2c(nc(SCC(=O)N3CCc4ccccc4C3)n2C)n(C)c1=O	1	0.5	-3	0	5	14	-3	12	7
35	COc1cc(C2CC(=O)c3cnc(N4CCN(Cc5ccccc5)CC4)nc3C2)cc(OC)c1OC (stereo not given)	22	-2.4	5	35	-6	52*	6	-13	19
36	Oc1ccc[n+](CC(O)c2ccccc2)c1 (stereo not given)	-3	1.1	-1	-8	5	-3	-2	-23	-12
37	COCC(=O)Nc1nc2n(n1)C(c1ccc(Cl)cc1)CC(c1ccc(OC)cc1)N2 (stereo not given)	18	0.3	-4	3	-1	-6	-3	18	3
38	CCOc1ccccc1Oc1cn[nH]c1-c1ccc(OCC(=O)NN)cc1O	-5	-1.3	-3	15	-2	18	-3	0	15
39	CCNC(=S)N/N=C/c1c(C)nn(-c2cccc(Cl)c2)c1Cl	26	1.4	-2	15	4	13	2	14	27
40	Cc1ccc2ccc(C3C(=O)c4ccccc4C3=O)nc2c1	61*	-0.7	-1	27	3	-39	-2	12	12
41	Cc1cc(C(=O)CSc2nc3ccccc3n2CCC#N)c(C)n1Cc1cccs1	7	3.2	-3	8	0	8	3	3	8
42	Cc1sc2nc(SCC(=O)NCc3ccco3)[nH]c(=O)c2c1C	8	-1.8	-2	3	6	-5	2	20	13
43	OC1CCCC1	5	1.8	-1	-13	1	21	-1	-1	-12
44	Cc1cccc(OCC(O)Cn2c(NCc3cccnc3)nc3c2c(=O)[nH]c(=O)n3C)c1 (stereo not given)	-7	-0.3	-3	0	0	-4	-2	10	-13
45	Cc1ccc(C)c(S(=O)(=O)NCCCN2CCOCC2)c1	-5	1.3	-3	-3	-7	7	0	-6	-13
46	CC(C)NC(=O)N(C)C[C@H]1Oc2c(NS(=O)(=O)c3cccs3)cccc2C(=O)N([C@H](C)CO)C[C@@H]1C	1	-0.6	0	5	-4	12	-1	-1	11
47	CN(c1ccc(C(=O)NCc2ccco2)cc1)S(C)(=O)=O	5	-0.5	0	4	-7	3	2	21	-1
48	COc1cccc(C2CC(C(F)(F)F)n3nc(C(=O)NCc4cccnc4)cc3N2)c1 (stereo not given)	19	-0.9	0	15	-8	18	-1	7	18

2 compounds picked at random from those above:
nr	SMILES	TIM10 inh	UPR CHOP act	APJ ag	tim23-1 inh	CXCR6 block	Mdm2-MdmX inh	UPR XBP1 act	APJ antagonist	tim10-1 inh
42	Cc1sc2nc(SCC(=O)NCc3ccco3)[nH]c(=O)c2c1C	8	-1.8	-2	3	6	-5	2	20	13
41	Cc1cc(C(=O)CSc2nc3ccccc3n2CCC#N)c(C)n1Cc1cccs1	7	3.2	-3	8	0	8	3	3	8

(listing goes on)
nr	SMILES	TIM10 inh	UPR CHOP act	APJ ag	tim23-1 inh	CXCR6 block	Mdm2-MdmX inh	UPR XBP1 act	APJ antagonist	tim10-1 inh
49	COc1ccc(CNC(=O)c2cccnc2Sc2ccc(C)c(C)c2)cc1	10	-0.3	-2	4	-2	9	0	5	21
50	CC(C)(C)SCCNC(=O)CN(c1ccc(F)cc1)S(=O)(=O)c1ccccc1	8	-0.8	-4	14	-5	6	-2	-16	27
51	CC(=O)N1CCC(=NNC(=O)c2cc3ccccc3cc2O)CC1	13	0.8	5	12	-9	62*	-4	-45	-13
52	O=C(CN1CCc2ccccc21)Nc1ccc2c(c1)OCCCO2	-4	1.7	0	5	-1	-4	2	11	-15
53	Cc1ccc(S(=O)(=O)n2c(=O)oc3ccccc32)cc1	-10	0.1	5	24	2	6	-2	-1	11
54	CCOCCNC(=O)c1ccccc1C(=O)NCCOCC	2	-1.1	-4	1	8	20	0	3	2
55	Cc1cccc(C(=O)N[C@H](C(=O)Nc2nnc(C3CC3)s2)C(C)C)c1	-8	-0.5	0	5	-1	-5	-1	-1	0
56	COc1cccc(/C(O)=C/C(=O)C(=O)Nc2ccc(S(=O)(=O)NC(C)=O)cc2)c1	3	1.7	0	8	4	3	2	-2	-2
57	CCNC(=O)CC1C(=O)N(c2ccc(F)cc2)C(=O)N1Cc1ccc(OC)cc1 (stereo not given)	-2	-1.5	-2	7	0	-18	4	-7	8
58	CCCNC(=O)N1CCC(C(=O)c2ccc(F)cc2)CC1	2	0.6	5	3	-7	7	0	5	5
59	Cc1ccccc1S(=O)(=O)Cc1ccc(C(=O)N2CCN(c3ncccn3)CC2)o1	0	1.3	-1	2	-9	-17	-3	0	22
60	Cc1cc(C)c2nc(N3CCC(C(=O)NCCCN4CCCC4=O)CC3)sc2c1	12	1.7	0	24	8	-15	-5	-4	14
61	Cc1c(Cl)cccc1NC(=O)CCCn1cnc([N+](=O)[O-])n1	-10	1.7	-1	-2	-12	-15	-1	-7	6
62	O=C(Nc1cccc(F)c1)NC1(C(=O)N2CCN3CCCC3C2)CCCCC1 (stereo not given)	3	0.5	1	-1	8	9	-2	17	6
63	CCOc1ccc(C2N(c3cc(Cl)ccc3OC)C(=O)C3CCCN32)cc1OC (stereo not given)	5	-0.5	-3	-1	-3	16	2	-42	3
64	O=S(=O)(/N=C(\Sc1ccccc1)c1ccccc1)c1ccc(Cl)cc1	29	-1.3	-5	28	11	0	1	4	34
65	COc1ccccc1C(=O)NCC(=O)Nc1ccc2c(c1)CCC2	8	2.3	-2	4	-5	-45	1	9	8
66	CCN1CCN(c2nc(-c3ccccc3)c3ccccc3n2)CC1	-241	1.1	-1	-74	0	-7	-1	17	-83
67	C/C(=N/NC(=O)CCc1ccccc1)c1ccc2c(c1)OCO2	8	1.3	-3	3	-4	-21	0	17	7
68	COc1ccc(CCn2nnnc2C(CC(C)C)N2CCC(C(N)=O)CC2)cc1OC (stereo not given)	2	-3.3	0	7	-17	-6	-1	-2	7
69	O=C(Nc1ccc2c(c1)OCO2)C(c1ccc(Cl)cc1)N1CCN(C(=O)c2ccco2)CC1 (stereo not given)	-6	-1.7	1	-15	4	28	-4	4	20
70	CCNC(=O)CC1C(=O)N(c2ccc(F)cc2)C(=O)N1Cc1cccs1 (stereo not given)	-3	2.8	-1	9	1	-13	0	5	-5

Only part of the results is shown. The share of hits here may be higher or lower than overall.
